Assay outcomes deposited in PubChem BioAssay by several laboratories.
MC4R ag barr: activates human MC4R beta-arrestin recruitment | activation, % at 8.9 µM | P32245 | hit rate 0.98% among 360,000 | U2OS MC4R beta-arrestin complementation, luminescence; percent of melanotan II response, DMSO zero;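 active means activation above a per-plate cutoff, the mean activation of sample wells on that plate plus 3 SD, cut at about 8% in these data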
Target sequence (P32245 whole entry, looked up): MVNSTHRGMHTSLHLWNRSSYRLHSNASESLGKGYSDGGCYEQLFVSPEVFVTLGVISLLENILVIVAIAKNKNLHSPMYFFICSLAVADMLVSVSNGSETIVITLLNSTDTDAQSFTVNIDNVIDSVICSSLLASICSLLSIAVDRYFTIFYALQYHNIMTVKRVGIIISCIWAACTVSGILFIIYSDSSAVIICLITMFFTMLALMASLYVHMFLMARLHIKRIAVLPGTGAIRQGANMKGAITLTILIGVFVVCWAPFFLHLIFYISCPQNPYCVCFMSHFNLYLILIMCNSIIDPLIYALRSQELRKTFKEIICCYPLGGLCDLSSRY
TLR9-MyD88 block: inhibitors of human TLR9-MyD88 binding | CHO BLA complementation TLR9-MyD88, CCF4 FRET ratio | inhibition, % at 4.98 µM | hit rate 0.21% among 340,000;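 active means inhibition above the mean over all tested compounds plus 3 SD, cut at about 21% in these data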;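 further: 0% = DMSO only wells and 100% = clavulanate BLA inhibitor control wells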
ABCB6 inh 2: blocks the human ABCB6 transporter. hit rate 0.19% among 360,000. AID 602162. fluorescence ratio to DMSO, % at 10 µM. K562-ABCB6 porphyrin accumulation, flow cytometry, 1 h; hits give low values;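 active means fluorescence ratio to DMSO below 75%, the collection mean minus 3 SD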;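 further: signal is porphyrin accumulated inside mitochondria; 100% equals median channel fluorescence of DMSO control wells; lower ratio means ABCB6 inhibition with less porphyrin fluorescence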
Exocytosis inh: blocks lytic granule exocytosis; TALL-104 LAMP-1 surface exposure, flow cytometry; cells stimulated with thapsigargin and PMA; inhibition, % at 10 µM; hit rate 0.66% among 360,000; AID 651702;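 active means inhibition above about 55%, limit read from the data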
NOD2 RIPK2 PPI: blocks binding of human NOD2 to RIPK2; O43353; CHO BLA complementation NOD2-RIPK2, CCF4 ratio; inhibition, % at 4.98 µM; hit rate 0.38% among 360,000; in the data active means inhibition above about 21%;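 further: 0% = vehicle only and 100% = reference blocker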
Target sequence (O43353 whole entry, looked up): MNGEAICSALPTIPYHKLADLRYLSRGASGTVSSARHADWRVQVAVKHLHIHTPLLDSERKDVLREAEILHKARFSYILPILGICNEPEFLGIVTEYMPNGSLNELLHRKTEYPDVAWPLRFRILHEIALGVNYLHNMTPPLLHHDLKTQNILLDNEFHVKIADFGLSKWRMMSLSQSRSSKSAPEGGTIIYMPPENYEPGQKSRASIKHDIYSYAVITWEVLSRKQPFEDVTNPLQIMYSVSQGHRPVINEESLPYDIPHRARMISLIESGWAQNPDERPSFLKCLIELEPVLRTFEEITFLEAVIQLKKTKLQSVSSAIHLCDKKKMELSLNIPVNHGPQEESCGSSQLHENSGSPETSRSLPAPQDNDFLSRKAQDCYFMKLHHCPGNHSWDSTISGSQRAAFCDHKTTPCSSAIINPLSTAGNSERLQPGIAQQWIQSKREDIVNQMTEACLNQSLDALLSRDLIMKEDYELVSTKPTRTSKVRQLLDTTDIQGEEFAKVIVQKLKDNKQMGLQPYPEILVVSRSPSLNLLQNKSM
aDG glyco up: increases alpha dystroglycan glycosylation; AID 624168; hit rate 0.22% among 360,000; activation, % at 10 µM; Pro5-aDG cells, alpha-DG glycosylation AlphaScreen (IIH6); 0% Pro5, 100% B10-LARGE cell signal;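 active means activation of at least 8% versus controls, or a plate z-score of at least 8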;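 further: Pro5 are CHO cells carrying HIG-tagged alpha-DG that lacks glycosylation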
Vif inh: HIV Vif inhibition. inhibition, % at 7.49 µM. hit rate 0.35% among 340,000. HEK293T cells, Vif self-association by quenched fluorescence, imaging, 24 h. AID 602346; in the data active means inhibition above about 50%, passing the limit was not always enough; further: some results filed as inactive read as strong as hits
ABHD5-PLIN5 inh: blocks binding of human ABHD5 to perilipin-5; Q00G26+Q8WTS1; Split G. princeps luciferase complementation, luminescence, 4 h; inhibition, % at 4 µM; hit rate 0.78% among 360,000; AID 602281;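 active means inhibition above the mean inhibition across every tested compound plus 3 SD, cut at about 22% in these data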;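 further: 0% = DMSO only wells and the 100% control is not disclosed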
N-glyco inh: blocks N-linked glycosylation in D54 reporter cells | D54 ERlucT glycosylation luciferase reporter, 24 h; percent of 100 nM tunicamycin response | hit rate 0.23% among 360,000 | reporter increase, % at 12.5 µM | AID 588692;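 active means mean luciferase reporter signal, scaled so untreated is 0 and the glycosylation-blocking control 100, at or above a set limit in every replicate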;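 further: luciferase carries N-glycosylation sites so blocking glycosylation raises the light; 0% = median of neutral control wells and 100% = median of 100 nM tunicamycin wells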
MC4R antagonist: human MC4R antagonism in cAMP assay; P32245; MC4R-expressing cells, MTII-stimulated cAMP, LANCE TR-FRET; inhibition, % at 6.5 µM; hit rate 0.48% among 360,000; AID 540295;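 active means inhibition above its plate's cutoff, the mean of tested wells on that plate plus 3 SD, cut at about 29% in these data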;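 further: 0% = Melanotan II alone and 100% = Melanotan II plus saturating MCL0020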
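Material – human MC4R-expressing U2OS cells · Repeats – no replicates · Detection – TR-FRET with Eu-cAMP and labeled anti-cAMP, 671 nm · Times – compound 30 min, challenge 1 h, detection 1 h · Compound – single nominal compound dose of 6.5 µM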
* hit, by the source's call; . = not tested or not shown. Some of the compounds tested (hit frequency here may not be typical).

SMILES	MC4R ag barr	TLR9-MyD88 block	ABCB6 inh 2	Exocytosis inh	NOD2 RIPK2 PPI	aDG glyco up	Vif inh	ABHD5-PLIN5 inh	N-glyco inh	MC4R antagonist
Cc1ccnc(NC(=O)c2ccccc2NC(=O)c2ccccc2)c1	1.1	1	95	-8	-13	0.0	-5	-2	-1	11
Cc1ccc(CNC(=O)Nc2cccs2)cc1	-0.7	-3	105	-2	-7	0.1	.	-4	-5	1
CC1=C(C)C(C)=C(C#N)C(=C(C#N)C#N)N1	-0.6	.	103	-3	-5	0.0	.	-1	1	3
COc1ccc(C(=O)NN(C)c2nc(C(F)(F)F)nc3ccccc23)cc1	-0.2	3	100	-3	12	-0.2	6	-6	-6	-11
O=C(O)c1ccc(N2CCCS2(=O)=O)cc1	-3.0	2	100	-21	5	0.0	11	5	2	0
C[C@H](CO)N1C[C@H](C)[C@@H](CN(C)Cc2ccccc2)Oc2ccc(NC(=O)Cn3cnnn3)cc2C1=O	-2.0	-5	89	-1	-3	1.2	16	3	1	8
CCOc1ccc(/C=c2\sc3nc(-c4ccco4)nn3c2=O)cc1OCC	2.2	-5	98	-1	-6	-0.3	9	-7	-1	2
O=C(CSc1n[nH]c(-c2ccccc2)n1)Nc1ccc(N2CCOCC2)cc1	-0.8	-2	86	-5	0	-0.2	3	2	2	9
Nc1ncnc2c1ncn2[C@@H]1O[C@H](CN2CCCS2(=O)=O)[C@@H](O)[C@H]1O	-1.3	3	98	0	-3	0.0	6	-5	1	6
Cc1nc(SCC(=O)Nc2ccnc3ccccc23)n[nH]1	-1.8	-1	101	0	1	0.1	-3	-2	-2	2
Cc1nc2nc(C)c(NS(=O)(=O)c3ccc(Cl)cc3)c(=O)n2[nH]1	-0.6	-7	99	7	-6	0.0	30	-2	3	-4
Cc1ccc2[nH]c(=O)c(C(c3nnnn3C3CCCC3)N(Cc3cccnc3)Cc3ccco3)cc2c1 (stereo not given)	-0.7	-2	92	3	-2	0.2	23	11	-5	3
CC1=C(C)CC(C(=O)NCCc2ccccc2)C(C(=O)O)C1 (stereo not given)	-4.7	0	98	-3	-11	-0.2	-5	-4	4	3
Cc1nnc(SCC(=O)N2c3ccccc3CC2C)[nH]c1=O (stereo not given)	-0.8	4	99	2	1	0.1	-2	-5	1	1
OC[C@@H]1CN(Cc2ccncc2)C[C@H](n2cnc3c(N4CCN(c5ccccc5)CC4)ncnc32)O1	0.2	.	93	-4	9	3.6	-25	5	-3	5
CN(C)c1ccc2cc(S(=O)(=O)O)cc(O)c2c1	0.7	-1	97	4	-9	-0.4	-11	26*	1	2
COc1ccc(N(CC(=O)NC2CC3CCC2C3)S(=O)(=O)c2ccccc2)cc1Cl (stereo not given)	-1.6	0	94	2	3	1.0	-4	-7	-1	3
O=C(c1ccc(COc2ccc(Br)cc2)o1)N1N=C(C(F)F)CC1(O)C(F)F (stereo not given)	11*	11	94	-3	2	-0.1	-4	-3	-2	7
O=C(C1CC(=O)N(c2ccc3c(c2)OCCO3)C1)N1CCN(Cc2ccccc2F)CC1 (stereo not given)	-0.4	6	100	-3	9	-0.2	-17	-6	-1	1
CN(C)S(=O)(=O)c1cccc(NC(=O)COC(=O)C2CCN(C(=O)c3ccc(F)cc3)CC2)c1	-2.8	-4	99	3	-2	-0.1	-4	-1	1	12

Brought forward from above: 3 compounds, then new ones.
SMILES	MC4R ag barr	TLR9-MyD88 block	ABCB6 inh 2	Exocytosis inh	NOD2 RIPK2 PPI	aDG glyco up	Vif inh	ABHD5-PLIN5 inh	N-glyco inh	MC4R antagonist
O=C(c1ccc(COc2ccc(Br)cc2)o1)N1N=C(C(F)F)CC1(O)C(F)F (stereo not given)	11*	11	94	-3	2	-0.1	-4	-3	-2	7
O=C(C1CC(=O)N(c2ccc3c(c2)OCCO3)C1)N1CCN(Cc2ccccc2F)CC1 (stereo not given)	-0.4	6	100	-3	9	-0.2	-17	-6	-1	1
CN(C)S(=O)(=O)c1cccc(NC(=O)COC(=O)C2CCN(C(=O)c3ccc(F)cc3)CC2)c1	-2.8	-4	99	3	-2	-0.1	-4	-1	1	12
CCOc1ccc(Br)cc1S(=O)(=O)NCc1ccncc1	1.0	.	96	-2	-6	0.2	7	0	1	6
C/C(=N\NC(=O)NC1CCCCC1)c1ccco1	0.6	-9	88	-1	-11	0.3	17	-4	1	-4
O=C(Nc1ccc(F)cc1)c1nc[nH]c1C(=O)Nc1ccccc1[N+](=O)[O-]	0.4	2	99	-3	-7	-0.5	16	2	-1	11
Brc1ccc(CSc2ncn[nH]2)cc1	-1.0	9	107	-1	-3	-0.1	9	0	2	4
CCCCC(=O)Nc1cc(Cl)ccc1C(=O)O	-1.7	-7	87	25	8	-0.2	-6	-2	1	-2
O=c1c2c([nH]c3ccccc13)CCCCC2	0.6	4	100	-1	-6	1.5	-1	-4	-1	10
O=c1c2ccccc2[nH]c2ccccc12	-0.8	-23	93	1	-22	0.2	-9	1	1	9
O=C(CCCC(=O)N(CC(=O)NC1CCCCC1)Cc1ccco1)Nc1ccccn1	-0.7	-14	101	0	-5	0.6	-5	3	-2	9
COc1cccc(/C=C2\SC(=S)N(CC(=O)N(C)C3CCS(=O)(=O)C3)C2=O)c1 (stereo not given)	-2.6	-5	97	1	4	0.2	6	-2	-3	-5
CC/C(C)=N\N=C\c1c(O)n(CC)c2cc(C3=NNC(=O)CC3)ccc12	-2.6	2	122	-2	6	-0.3	5	-11	3	-1
CCOc1ccc(CCNC(=O)Nc2ccccc2)cc1OCC	-1.8	1	96	0	7	0.0	-10	-3	2	9
CC(CCc1ccccc1)NC(=O)c1cccc(F)c1 (stereo not given)	-0.6	0	102	-4	-6	0.3	4	1	0	11
Cc1cc(OCC(=O)NNC(=S)NC(=O)c2cccs2)ccc1Cl	-7.0	-6	101	-2	-4	0.2	-7	1	0	-1
C#CC1(NC(=O)NCCCC)CCCCC1	-2.8	-5	102	-5	-16	-0.2	25	1	0	-4
CCC(=O)Nc1nc(NCc2ccccc2OC)n(-c2ccccc2)n1	-1.8	7	93	-3	-7	-0.1	-11	2	0	4
Cc1cc2[nH]c(=O)c(=O)[nH]c2cc1S(=O)(=O)NC1CCC(C)CC1 (stereo not given)	-0.7	6	95	-3	-1	-0.1	-6	12	0	-5
CCCC1NC(=O)c2cc3ccccc3cc2-n2c1nc1ccc(C)cc1c2=O (stereo not given)	1.7	4	99	-2	-10	0.1	-4	-1	9	16
CCOC(=O)c1ccccc1N/C=C1\CCCCC1=O	-1.5	-4	99	-1	-9	-0.2	19	1	0	-1
CCN(CC(=O)Nc1ccc(Br)cc1)C(=O)Cc1cccc(F)c1	-0.7	1	105	-4	8	0.0	1	-7	-1	5
CC(=O)C[C@@H](O)CC(=O)[C@@H]1OC(=O)[C@H](C)CCCCc2ccccc21	-1.0	-1	99	-3	-13	-0.1	5	-2	1	-1

3 entries from above, sorted by formula weight, low to high:
SMILES	MC4R ag barr	TLR9-MyD88 block	ABCB6 inh 2	Exocytosis inh	NOD2 RIPK2 PPI	aDG glyco up	Vif inh	ABHD5-PLIN5 inh	N-glyco inh	MC4R antagonist
Cc1cc(OCC(=O)NNC(=S)NC(=O)c2cccs2)ccc1Cl	-7.0	-6	101	-2	-4	0.2	-7	1	0	-1
O=C(CCCC(=O)N(CC(=O)NC1CCCCC1)Cc1ccco1)Nc1ccccn1	-0.7	-14	101	0	-5	0.6	-5	3	-2	9
COc1cccc(/C=C2\SC(=S)N(CC(=O)N(C)C3CCS(=O)(=O)C3)C2=O)c1 (stereo not given)	-2.6	-5	97	1	4	0.2	6	-2	-3	-5

Returning to the listing, starting 2 compounds before the break.
SMILES	MC4R ag barr	TLR9-MyD88 block	ABCB6 inh 2	Exocytosis inh	NOD2 RIPK2 PPI	aDG glyco up	Vif inh	ABHD5-PLIN5 inh	N-glyco inh	MC4R antagonist
CCN(CC(=O)Nc1ccc(Br)cc1)C(=O)Cc1cccc(F)c1	-0.7	1	105	-4	8	0.0	1	-7	-1	5
CC(=O)C[C@@H](O)CC(=O)[C@@H]1OC(=O)[C@H](C)CCCCc2ccccc21	-1.0	-1	99	-3	-13	-0.1	5	-2	1	-1
COC(=O)CNC(=O)c1cccc(Cl)c1	-4.3	-1	100	-5	-5	0.0	-1	-4	0	-9
O=C1CN(C(=O)COC(=O)CCc2ccccc2O)c2ccccc2N1	0.1	-1	98	-1	-3	-0.1	-6	-3	2	13
CN(C)c1ccc(SC#N)cc1	-1.6	-3	95	1	2	0.6	-4	-27	4	-6
Cc1ccc(-n2c(COc3ccccc3)nnc2SCC(=O)O)cc1	-0.5	12	97	5	-5	0.2	.	-1	2	-1
CC1=C(C(=O)Nc2ccc(C)cc2C)C(c2ccc(Cl)cc2)n2nc(C(=O)OC(C)C)nc2N1 (stereo not given)	0.3	6	96	-1	-4	0.2	7	-4	-2	-4
O=C(O)C1CSC(c2coc3ccccc3c2=O)N1 (stereo not given)	-1.8	-2	96	11	7	-0.2	0	-21	4	1
NC(=O)c1ccccc1NC(=O)CC1(CC(=O)O)CCCC1	0.8	1	101	-8	6	0.2	0	3	0	13
Cc1cccc(CCNC(=O)c2cccc(NC3=NC4CS(=O)(=O)CC4S3)c2)c1 (stereo not given)	-0.6	5	99	-2	-2	-0.1	23	3	3	-2
Cc1cccc(-n2c(CCCN3C(=O)c4ccccc4C3=O)nc3ccccc3c2=O)n1	-1.8	1	94	4	-3	0.0	.	-1	1	12
NC(Cc1ccccc1)C(O)(c1ccccc1)c1ccccc1 (stereo not given)	8.2	4	103	40	5	-0.4	-5	2	-3	-6
CC(C)(C)c1ccc(-c2csc(NC(=O)CN3C(=O)NC4(CCCCC4)C3=O)n2)cc1	1.4	3	107	0	-4	0.0	8	-5	10	13
COc1ccc(NC(=O)CSc2nnc(-c3ccncc3)o2)c([N+](=O)[O-])c1	-4.9	-6	95	-9	-8	0.0	-1	-2	1	6
CCC(C)(CC(=O)Nc1nccs1)c1ccccc1 (stereo not given)	0.9	-4	106	-1	0	0.2	-3	-9	-3	6
O=C1CCC(C(=O)N2CCCC2)CN1CCc1cccc(F)c1 (stereo not given)	-3.1	-12	107	-3	-2	0.0	-3	-7	-2	4
COc1cc(CNc2ccc3[nH]c(=O)[nH]c3c2)ccc1OCc1ccccc1Cl	4.0	0	99	-13	-4	0.1	26	-8	0	3
COc1ccccc1NS(=O)(=O)c1cc(NC(=O)c2ccc(Cl)nc2)ccc1Cl	-2.4	6	88	20	2	1.7	-12	-1	-5	16
Cc1ccccc1-c1cc2nc(NCCc3ccncc3)n(C)c(=O)c2s1	-0.6	.	99	13	8	1.1	-6	5	-3	1
COc1ccc(OC)c(-c2cc(C3CCN(c4ncccc4[N+](=O)[O-])CC3)[nH]n2)c1	5.4	-1	95	0	3	0.5	-12	2	-2	17
COc1ccc(C(NC(=O)C2CCN(Cc3cc(OC)cc(OC)c3)CC2)c2ccccn2)cc1 (stereo not given)	-0.5	.	95	-5	-15	0.1	6	4	-2	12
CC(=O)C(Cc1ccccc1)NC(=O)COC(=O)c1cccc(C)c1[N+](=O)[O-] (stereo not given)	-3.0	4	96	3	-6	-0.1	-3	6	6	4
